GSK3B inh = human GSK3beta kinase inhibitors, primary screen, biochemical, cell-free homogeneous, HTS | Glycogen synthase kinase-3 beta (Homo sapiens), P49841 | GST-GSK3beta kinase, ADP-Glo luminescence, 60 min; active compounds read low | activity score (negative = inhibition), % at 10 µM | 0.038% of 300,000 active | AID 2097, 2009;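 active means more than half of replicate wells score below -50%, meaning over 50% inhibition versus plate controls; inconclusive means some replicates but at most half score below -50%; inactive means no replicate scores below -50%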;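 further: 0% = median DMSO wells and -100% = median GW8510 positive control wells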
Target sequence (P49841 whole entry, looked up): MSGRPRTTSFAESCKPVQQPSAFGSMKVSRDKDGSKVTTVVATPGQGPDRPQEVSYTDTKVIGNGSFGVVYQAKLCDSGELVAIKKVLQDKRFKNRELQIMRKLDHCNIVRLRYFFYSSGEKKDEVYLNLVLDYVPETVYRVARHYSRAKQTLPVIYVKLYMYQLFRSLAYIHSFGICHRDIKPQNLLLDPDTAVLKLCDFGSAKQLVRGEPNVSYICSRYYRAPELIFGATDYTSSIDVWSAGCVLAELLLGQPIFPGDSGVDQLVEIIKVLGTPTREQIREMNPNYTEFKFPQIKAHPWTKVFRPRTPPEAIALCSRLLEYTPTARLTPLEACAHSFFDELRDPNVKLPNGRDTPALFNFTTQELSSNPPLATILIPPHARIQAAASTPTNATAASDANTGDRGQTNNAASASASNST
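test system = GST-tagged human GSK3beta kinase, cell-free | reagent = 25 µM ATP with peptide substrate | dosing = one dose of 10 µM per compound | schedule = 60 min reaction, RT | detection = luminescent ADP-Glo measurement of ADP formed | control set = DMSO neutral wells and GW8510 at 20 µM as positive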
HSF1 activator = HSF-1 activators, primary screen, NIH3T3-HGL cells, MG132 stress, luminescence, single point. NIH3T3-HGL HSF-1 luciferase reporter, 8 h; 100% = twice DMSO control signal. activation, % at 9 µM. 1.7% of 300,000 active;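 active means mean replicate activation of at least 50% with a set share of replicates each reaching 50%; inconclusive means only one of those two conditions met; inactive means mean below 50% and too few replicates reaching it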;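 further: 0% = median of the neutral control wells and 100% = twice that signal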
GSK3A inh = blockers of GSK3A enzyme activity – biochemical, luminescence, cell-free homogeneous, HTS, primary screen; 0.1% of 320,000 active; inhibition, % at 10 µM; Glycogen synthase kinase-3 alpha (Homo sapiens), P49840; GSK-3 alpha kinase, ADP-Glo luminescence, 60 min;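 in the data active means inhibition above about 50%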;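 further: GST-tagged GSK-3 alpha with peptide substrate and 25 µM ATP; 0% = DMSO neutral wells and 100% = GW8510 positive control wells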
Target sequence (P49840 whole entry, looked up): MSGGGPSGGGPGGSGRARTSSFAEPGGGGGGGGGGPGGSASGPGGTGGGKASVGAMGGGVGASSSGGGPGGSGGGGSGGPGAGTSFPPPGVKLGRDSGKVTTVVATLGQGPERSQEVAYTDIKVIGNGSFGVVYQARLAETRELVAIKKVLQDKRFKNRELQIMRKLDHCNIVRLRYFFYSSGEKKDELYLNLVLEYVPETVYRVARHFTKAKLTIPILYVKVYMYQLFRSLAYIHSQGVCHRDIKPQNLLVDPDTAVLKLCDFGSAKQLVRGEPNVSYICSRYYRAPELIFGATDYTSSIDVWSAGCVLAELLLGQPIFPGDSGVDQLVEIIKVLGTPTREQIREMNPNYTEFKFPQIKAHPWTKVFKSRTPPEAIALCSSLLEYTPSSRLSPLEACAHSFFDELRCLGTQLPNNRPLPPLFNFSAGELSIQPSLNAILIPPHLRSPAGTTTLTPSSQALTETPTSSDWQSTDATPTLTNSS
Platelet DG rel = inhibitors of platelet dense granule secretion, primary screen, cell-based, MLPCN, human platelets | human platelet-rich plasma, SFLLRN dense granule ATP release, luminescence | inhibition, %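 (compounds screened at 7.5 µM in platelet-rich plasma)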 | 0.22% of 300,000 active;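 active means mean replicate score, as percent of positive control, at or above 50; inconclusive means mean below 50 but at least one replicate at or above 50; inactive means mean and every replicate below 50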
HSF1 inh = HSF1 inhibitors in luciferase reporter cells, primary screen, cell-based, NIH3T3, luminescence; NIH3T3-HGL HSE-luciferase, MG132-induced, luminescence 8 h; active compounds read low; activity change, negative = inhibition, % at 7.5 µM (by protocol); 0.77% of 300,000 active; AID 2098, 2009;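 active means more than half of replicate wells show activity change below -50%, luminescence cut by over half; inconclusive means some wells, but at most half, below -50%; inactive means no replicate well below -50%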;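 further: luciferase reports HSF-1 transcriptional activity via heat shock element; 0% = median of DMSO wells and -100% = zero luminescence signal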
KLF5 inh = KLF5 expression inhibitors, primary screen, DLD-1 cells, luminescence | DLD-1 KLF5 promoter-luciferase reporter | inhibition, % at 5 µM | 0.23% of 290,000 active | AID 1700, 2009;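 active means inhibition above a per-plate limit of that plate's mean compound inhibition plus 3 SD, cut at about 60% in these data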;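 further: 0% = DMSO wells and 100% = LY294002 at 200 µM; higher means less KLF5 promoter-driven luciferase light; inactives centre near -14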
HSP90 inh = HSP90 inhibitors, primary screen, cell lysate, luminescence; Heat shock protein HSP 90 (rabbit reticulocyte lysate; luciferase refolding); Rabbit reticulocyte lysate, luciferase refolding luminescence, 3 h; inhibition, % at 5.6 µM; 0.91% of 290,000 active; AID 1789, 2009;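 active means inhibition above the screen-wide mean plus 3 SD, computed separately per campaign, cut at about 16% in these data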;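 further: 0% = DMSO wells and 100% = 60 µM geldanamycin wells; inhibitors lower the luminescence because luciferase stays unfolded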
IEC-6 tox = cytotoxicity in IEC-6 intestinal epithelial cells, primary screen, cytotoxicity control for KLF5 inhibitor project, cell-based, luminescence; IEC-6 cytotoxicity, luminescence viability; inhibition, % at 5 µM; 0.78% of 290,000 active; in the data active means inhibition above about 22%;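 further: 0% = plate median of test compound wells and 100% = cytotoxic reference compound wells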
aSyn 5UTR inh = MLPCN primary screen, SNCA 5' untranslated region. AID 1813, 2009. 0.82% of 300,000 active. alpha-synuclein 5'UTR reporter, inhibitor activity. inhibition, % (tested at 7.5 µM); in the data active means inhibition above about 60%; inconclusive means no clear call, values can overlap the other calls;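 further: H4 neuroglioblastoma cells stably carrying SNCA 5'UTR luciferase fusion; 0% = DMSO wells and 100% = positive control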
Dyrk1A ADPGlo = rat Dyrk1A kinase inhibitors, primary screen, biochemical, single point, plate reader; Dual specificity tyrosine-phosphorylation-regulated kinase 1A (Rattus norvegicus), Q63470; ADP-Glo luminescence, NFATc1 peptide; inhibition, % at 12.5 µM; 0.43% of 310,000 active; in the data active means inhibition above about 50%;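 further: plate controls were vehicle with enzyme for no effect and no enzyme for full effect; many of its hits are not listed in these tables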
* hit, by the source's call; ? = inconclusive; nt = not tested or not shown. A portion of the library; the hit share may differ from the screen's.

Structure,GSK3B inh,HSF1 activator,GSK3A inh,Platelet DG rel,HSF1 inh,KLF5 inh,HSP90 inh,IEC-6 tox,aSyn 5UTR inh,Dyrk1A ADPGlo
O=C(Nc1cc(S(=O)(=O)Nc2ccc(Cl)cc2)ccc1O)c1ccc(S(=O)(=O)N2CCCCCC2)cc1,3,-19,-1,-1,3,-11,1,6,-20,-11
Cc1cc(C)c(OCC(=O)Nc2ccccn2)c([N+](=O)[O-])c1,-1,10,1,-22,-6,-38,-4,-4,7,3
CCN1CCN(CCCNC(=O)CCC(=O)N2CCOc3ccc(Cl)cc32)CC1,1,5,-1,0,-1,0,-4,-2,-9,-3
Cn1c(=O)[nH]c(=O)c2c1nc(NN)n2CCOc1ccccc1,1,16,2,nt,-1,-3,6,2,-7,1
CCN1CCN(C(=O)CCc2nc3ccccc3c(=O)[nH]2)CC1,-8,-1,2,-2,2,-6,2,8,-8,3
CN(CC(=O)Nc1ccc(F)cc1)C(=O)COC(=O)CN1C(=O)NC2(CCCC2)C1=O,0,2,4,-10,-4,-6,0,-2,-1,10
O=C(CN1CCN(CC(=O)Nc2ccccc2F)CC1)Nc1cccc(F)c1,3,40,nt,-1,4,-28,1,-3,17,11
O=C(COC(=O)c1ccc(O)cc1)Nc1ccc(Cl)cc1,-1,12,-3,5,3,6,1,6,-19,nt
CC(=O)c1cccc(N(C(=O)CNC(=O)c2ccco2)C(C(=O)NCC2CCCO2)c2ccccc2)c1 (centres undefined),-1,-6,0,0,-6,-13,-4,-5,-26,0
CC(=O)N1CCc2c(sc(NC(=O)CCS(=O)(=O)c3ccc(C)cc3)c2C#N)C1,-1,8,0,7,4,nt,nt,nt,14,-17
CCOc1ccc(NC(=S)Nc2cccc3ccccc23)cc1,3,-42,3,22,-32,-111,14,10,-63,0
COc1ccccc1N1CCN(/N=C/c2c(C)nn(-c3ccccc3)c2C)CC1,-12,-21,-2,13,2,-27,2,4,-30,6
O=C(Nc1ccccc1N1CCCC1)c1ccccc1Cl,3,3,-2,8,-2,-27,-2,-9,0,1
NNC(=O)c1ccc(Cn2cc(Cl)cn2)o1,2,0,7,5,7,-49,0,0,-21,-3
CCCc1nc2ccccc2n1Cc1ccccc1OC,-1,1,-4,-4,-6,-10,-2,-8,14,nt
O=C(Nc1cc([N+](=O)[O-])ccc1N1CCOCC1)c1cccs1,0,8,-4,-27,-4,-22,-3,-7,12,-4
Cc1ccccc1NC(=O)Cn1nnc2c(cnn2-c2ccc(F)cc2)c1=O,2,-3,-2,4,-5,-31,-2,4,-8,nt
NS(=O)(=O)c1ccc(CCNC(=O)C2CCCCC2)cc1,1,-8,0,1,-7,-12,0,-4,14,0
O=C(Nc1ccccc1N1CCCC1)c1ccc([N+](=O)[O-])cc1Cl,4,14,0,-3,-4,-31,-2,0,-26,-20
COc1ccc(OC)c(N(CC(=O)NC2CC3CCC2C3)S(=O)(=O)c2ccccc2)c1 (centres undefined),2,30,0,6,4,5,4,4,26,-4
O=c1nc2n(Cc3ccccc3)c3ccccc3cc-2c(=O)[nH]1,-1,-2,0,-47,9,-15,-1,-5,-8,nt
CCn1cc(C(=O)N[C@@H](C)C(=O)NCCCO)c(=O)c2cc3c(cc21)OCO3,-1,1,-1,1,-11,-3,0,0,-1,-1
CC(=O)Nc1c2c(nn1-c1ccc(C)cc1C)CSC2,0,2,-1,-1,-4,5,-4,-2,14,-6
CCC1CCCCN1C(=O)c1ccc([N+](=O)[O-])o1 (centres undefined),1,12,-1,8,2,-18,2,3,-79,-4
Cc1cccc(NC(=O)CCNS(=O)(=O)c2cc(Br)cnc2N)c1C,-2,7,1,4,-5,8,-1,-2,0,nt
CSc1nnc2c(n1)OC(C)=Nc1ccccc1-2,1,-9,-1,10,-3,-16,5,8,-54,1
COc1cc(NC(=O)c2ccc3c(c2)OCO3)c2ncccc2c1,-5,-2,0,3,-2,-23,1,0,-66,-5
Cc1cc(C=C2C(=O)c3ccccc3C2=O)c(C)n1-c1ccccc1,2,-57,-1,10,?,-4,9,3,-43,-4
Cc1cccc(CC(C)NC(=O)CCc2nnc(CCCCc3ccccc3)o2)n1 (centres undefined),-1,11,-1,3,-4,14,3,-4,6,-4
COc1cc(NC(=S)NC(=O)C(C)C)ccc1NC(=O)c1cc2ccccc2o1,2,15,0,-3,11,-35,-1,-4,-7,7
Cc1c(NS(=O)(=O)c2cccc(C(=O)NCc3ccc(Cl)cc3)c2)c(=O)n(-c2ccccc2)n1C,-2,8,nt,2,6,-15,-1,4,-16,-6
CC(C)(/C=N/O)N(O)C=C1C=CC(=O)C=C1,0,-13,1,4,-3,-31,1,0,1,4
CCOC(=O)c1cnc2c(C)cc(Cl)cc2c1N1CCN(C)CC1,2,7,1,5,-6,-17,1,-4,-1,8
Cc1ccc(CNC(=O)Cc2csc(Nc3nc(=S)[nH]c4ccccc34)n2)cc1,0,-1,3,5,-1,-9,-2,3,-6,nt
S=C(NCCc1ccccc1)N1CCCC1,0,4,-2,10,13,nt,nt,nt,-49,-8
CC(C(=O)Nc1ccccc1C(F)(F)F)N1CCN(C)CC1 (centres undefined),-4,1,-1,2,-5,-15,2,2,8,nt
COc1ccc(-c2cn[nH]c2-c2ccc(OCc3ccc([N+](=O)[O-])cc3)cc2O)cc1,-5,-6,-2,-5,-14,0,3,-4,13,-6
Cc1ccc(-c2nc(=S)c3c(n2Cc2ccco2)CC(C)(C)OC3)cc1,-2,12,-4,3,9,-14,1,1,4,2
Cc1ccccc1OCc1nnc(SCC(=O)O)n1-c1ccccc1,-2,11,2,2,-4,-16,0,4,6,-2
Brc1c(CSc2nncn2-c2ccccc2)nc2sccn12,3,-4,-3,-7,-2,-32,-1,1,-16,-5
O=C(NCc1ccccc1)C(=O)NCC1CCCN1S(=O)(=O)c1cccs1 (centres undefined),2,-6,-1,8,-8,nt,nt,nt,-12,-2
Oc1ccc2ccccc2c1CN1CCOCC1,2,83*,-1,-18,71,2,0,-2,-9,0
c1ccc(N2CCN(c3ccccc3)C2c2cccs2)cc1,-3,14,1,7,22,-40,-2,-4,-108,7
COc1ccc(S(=O)(=O)N2CCCCCC2)cc1C(=O)N(C)Cc1ccc(C)cc1,3,29,-2,-2,16,nt,nt,nt,-3,-6
CN(Cc1c(F)cccc1Cl)C(=O)CCc1c[nH]c2ccccc12,-2,21,3,-6,4,0,6,4,-17,5
O=C(c1ccncc1)N1CCN(C(=O)c2ccco2)CC1,-29,-1,-4,-1,3,-47,0,-4,17,0
CC1(C)CC(NS(=O)(=O)c2ccc(Cl)cc2)CC(C)(C)N1,2,-4,-1,1,-5,-6,0,-2,20,7
C/C(N)=C(/C#N)C(=O)COC(=O)c1ccccc1C(=O)c1ccc(C)cc1,-6,3,0,5,-3,5,0,-6,-20,-3
CCS(=O)(=O)NCC(c1cccnc1)N1CCN(c2ccc(OC)cc2)CC1 (centres undefined),-3,3,-2,-2,-5,4,1,2,-10,-5
CN1CCCC(OC(=O)c2cc(Br)ccc2Cl)C1 (centres undefined),2,-1,0,?,-4,2,-4,-8,-16,-1
Cc1ccc(Cl)cc1NC(=O)CC1NC2CCCCC2NC1=O (centres undefined),1,-11,2,4,1,-12,1,-7,2,7
CCOC(=O)c1ccccc1NC(=O)CSc1nnc(COc2ccccc2)n1CC,2,-31,-2,4,-21,14,8,0,43,-3
Fc1ccc(NCc2n[nH]c(=S)n2Cc2ccccc2)cc1,-2,-10,-1,0,2,4,-2,-3,33,-5
Nc1scc[n+]1Cc1cccc2cccnc12,0,-16,-1,1,-5,5,10,3,21,5
O=C1CSC(=Nc2cccc(Cl)c2Cl)N1,1,-5,-3,4,-4,-11,-5,-1,14,8
CN1CCN(C(=O)CSc2ccc(C(F)(F)F)cc2[N+](=O)[O-])CC1,0,4,-1,-6,-1,-15,0,4,-11,-4
CC(NS(C)(=O)=O)C(c1cccs1)N1CCN(Cc2ccccc2)CC1 (centres undefined),2,-53,-1,65*,-40,-2,-6,2,-6,1
CCOc1ccc(-c2cnc(NCc3cccc4ccccc34)n2CCOC)cc1,0,-88,-1,-4,-83*,-16,3,10,24,-3
CC(C)(C)NC(=O)C(=O)N/N=C/c1cccs1,-2,8,-2,0,7,-94,-5,-10,-120,5
CC1CCCCC1NC(=O)CSCC(=O)O (centres undefined),-1,-18,-1,16,-5,-25,3,-1,7,-8

Other compounds:
Structure,GSK3B inh,HSF1 activator,GSK3A inh,Platelet DG rel,HSF1 inh,KLF5 inh,HSP90 inh,IEC-6 tox,aSyn 5UTR inh,Dyrk1A ADPGlo
CN(C)CCCNc1nc(N)c([N+](=O)[O-])c(NC2CCCCC2)n1,-81*,-7,98*,-3,3,-19,0,-8,-4,23
CCC(C)c1ccc(C(C)NC(=S)NCc2ccc(F)cc2)cc1 (centres undefined),0,8,0,3,5,-26,0,-6,13,15
Cc1ccc(NC(=O)CCn2c(=S)oc3ccccc32)cc1,-3,-8,-3,5,-6,-1,5,2,14,-5
CCOC(=O)C1(CC2CC2)CCN(C(=O)c2ocnc2C)CC1,1,16,0,-3,9,-24,-1,1,-49,3
Cc1sc(NC(=O)c2ccco2)nc1-c1ccc2c(c1)CC(C)N2C(=O)C1CC1 (centres undefined),-1,1,-3,6,-1,-23,2,2,-106,4
O=C(COC(=O)c1ccccc1O)Nc1ccc(S(=O)(=O)N2CCCCC2)cc1,-1,9,-3,-2,-2,-15,4,-5,-3,nt
O=C(Oc1cccnc1)c1ccc(Cl)c(Cl)c1,0,32,0,5,3,-7,-2,-4,-1,-1
COc1ccc(CCNC(=O)C2CC=CCC2C(=O)O)cc1 (centres undefined),1,-2,0,6,-2,-19,-1,11,-6,4
Cc1ccc(C)c(N2CCN(c3ccncc3N)CC2)c1,3,-1,-3,-2,-14,-26,1,-4,9,5
c1ccc(CSc2ccc(-c3cccs3)nn2)cc1,0,-4,-2,-1,-5,-95,-6,-8,-108,4
Cc1nn(CC(=O)c2ccc(Cl)s2)c(C)c1[N+](=O)[O-],-2,-1,-1,-6,2,4,4,-2,11,nt
C/C(CC(=O)NCc1ccco1)=N\NC(=O)CC#N,1,12,-1,-3,-8,-23,-2,-3,24,4

High-throughput results deposited in PubChem BioAssay by several laboratories.
